NR3A LBD binder = NR3A (human) ligand-binding domain modulation; NR3A LBD differential scanning fluorimetry, Tm shift; 0% = protein alone, 100% = glycine-bound protein; Tm shift relative to glycine control, % at 25 µM; 340,000 compounds, 2.5% hits;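 active = melting temperature shift of at least 10% of the positive control shift, at one fixed dose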
tim23-1 inh = tim23-1 yeast growth inhibition; S. cerevisiae tim23-1 growth, BacTiter-Glo luminescence, 24 h; inhibition, % at 20 µM; 330,000 compounds, 1.3% hits; AID 463212;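 active = growth inhibition of the mutant yeast at or above 50%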;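 note: temperature-sensitive mutant grown at 25 °C; plate controls were DMSO-treated mutant yeast for no effect and medium wells lacking yeast for full effect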
MPTP block = inhibitors of mitochondrial permeability transition pore; isolated mouse mitochondria, Ca2+ swelling absorbance, 30 min; inhibition, % at 10 µM; 360,000 compounds, 1.4% hits;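 active = inhibition of 50% or more, scaled per plate between neutral and stimulator controls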;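 note: 0% = DMSO wells given calcium and 100% = 1 mM EGTA wells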
APJ ag = activates the human apelin receptor APJ; CHO-K1 APJ PathHunter beta-arrestin, luminescence; 0% DMSO wells, 100% apelin; 330,000 compounds, 0.11% hits; activation, % at 20 µM; P35414;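 active = activation more than six SD over the plate average, tested at 20 µM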;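 note: 0% = DMSO alone and 100% = apelin-13 at 10 nM; some results filed as inactive read as strong as hits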
Target sequence (P35414 whole entry, looked up): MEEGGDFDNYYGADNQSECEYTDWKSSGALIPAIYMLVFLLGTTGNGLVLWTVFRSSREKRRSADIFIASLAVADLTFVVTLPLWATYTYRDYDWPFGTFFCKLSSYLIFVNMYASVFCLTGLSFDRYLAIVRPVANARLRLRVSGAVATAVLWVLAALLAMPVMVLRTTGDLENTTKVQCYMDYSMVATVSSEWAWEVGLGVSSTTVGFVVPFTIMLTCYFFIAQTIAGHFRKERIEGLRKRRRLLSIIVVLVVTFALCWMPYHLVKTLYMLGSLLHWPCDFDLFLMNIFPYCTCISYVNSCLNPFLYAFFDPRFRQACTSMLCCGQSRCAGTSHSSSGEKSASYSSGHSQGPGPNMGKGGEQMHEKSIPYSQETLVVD
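Material: CHO-K1 APJ beta-arrestin complementation cell line; Input: cell density 1000 per well; Incubation: compound stimulation 90 min at 25 °C, detection 60 min; Signal: luminescence from split beta-galactosidase complementation, Galacton Star/Emerald II substrate; Controls: DMSO-only wells as negative, 10 nM Apelin-13 as positive control.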
tim10-1 inh = inhibits growth of tim10-1 mutant yeast | S. cerevisiae tim10-1 ts strain growth, BacTiter-Glo, 24 h | inhibition, % at 20 µM | 330,000 compounds, 2.2% hits | AID 463190;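 active = inhibition of at least 40%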;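 note: mutant grown at 25 °C; 0% = DMSO wells with yeast and 100% = wells holding no yeast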
beta cell repl = inducers of beta-cell replication in MIN6 cells | MIN6 cells proliferation, ATPlite luminescence, 48 h; cells starved in 0.2% serum; 100% = growth in 10% serum | proliferation, % at 10 µM | 330,000 compounds, 0.29% hits;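 active = compounds whose signal lies at least 3.5 SD above the mean of all wells on their plate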;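 note: 0% = DMSO-treated cells in low-serum medium and 100% = 10% serum control; some compounds called inactive have numbers as strong as hits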
TIM10 inh = growth inhibitors of TIM10 yeast strain; AID 463195; 330,000 compounds, 1.4% hits; inhibition, % at 10 µM; S. cerevisiae TIM10 strain growth, BacTiter-Glo luminescence, 24 h;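 active = inhibition of 40% or more at the single tested concentration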;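 note: wild-type TIM10 isogenic control strain grown at permissive 25 °C; 0% = DMSO yeast wells and 100% = minimal medium wells without yeast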
APJ antagonist = APJ receptor antagonism; 330,000 compounds, 0.32% hits; inhibition, % at 20 µM; P35414; CHO-K1 APJ beta-arrestin complementation, luminescence;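 active = inhibition above about 40% at 20 µM, limit read from the data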;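 note: cells challenged with 10 nM apelin-13 agonist together with compound; plate controls were apelin-13 plus DMSO wells for no effect and DMSO wells lacking apelin-13 for full effect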
NALP3 yeast inh = inhibitors of NALP3 inflammasome in yeast. 330,000 compounds, 0.39% hits. AID 2825. Yeast reconstituted NLRP3/ASC/caspase-1, beta-gal luminescence, 24 h. inhibition, % at 10 µM;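 active = inhibition of 50% or more; inactive = inhibition below 50%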;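 note: plate controls were induced DMSO wells for no effect and uninduced yeast grown without galactose for full effect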
An asterisk follows results filed as active; . = not tested or not shown.

The line under a structure holds: NR3A LBD binder	tim23-1 inh	MPTP block	APJ ag	tim10-1 inh	beta cell repl	TIM10 inh	APJ antagonist	NALP3 yeast inh
> Cc1ccccc1-c1nc(CN2CCCC(C(=O)NCCCN3CCOCC3)C2)c(C)o1 (stereo not drawn)
→ -1.3	-11.4	0.2	-2.1	-2.2	-1.1	0.5	15.8	10.6
> CC(C)N(C(=O)[C@H]1C[C@H](CC(=O)NC(C)(C)C)C(=O)N2CCc3c([nH]c4cc(CCC(=O)N(C)C)ccc34)[C@]12C)C(C)C
→ -1.1	23.1	2.9	.	12.2	.	0.9	.	.
> O=C(Cn1ncn2c(cc3ccccc32)c1=O)NCCCc1ccccc1
→ 1.2	-7.0	-1.5	4.4	-2.8	-1.5	-28.3	7.9	-4.0
> NC(=O)CCC(NS(=O)(=O)c1ccc(Cl)cc1)C(=O)NCc1ccccc1 (stereo not drawn)
→ .	2.6	.	5.1	-3.3	-1.2	5.7	11.3	10.0
> CCOCc1[nH]c(=S)[nH]c(=O)c1Cc1ccc(OCC(C)C)cc1
→ -0.8	18.3	-0.7	-4.0	29.7	-3.9	1.3	-24.1	24.2
> O/N=C(\c1ccccc1)C(O)c1ccccc1 (stereo not drawn)
→ -0.7	15.3	-2.5	-1.8	-9.5	-2.3	18.1	8.9	-27.2
> O=C(c1cccc(Cl)c1)N1CCN(C(=O)c2ccco2)CC1
→ 0.9	-0.3	-0.7	-5.7	-13.0	-2.7	-3.6	9.0	14.9
> O=C(CNc1cccc([N+](=O)[O-])c1)N/N=C/c1ccc([N+](=O)[O-])o1
→ -4.5	25.5	-0.3	0.1	35.8	-5.3	35.1	-35.9	19.8
> Cc1ccc(/C=C/C(=O)N2CCN(Cc3ccccc3)CC2)o1
→ 1.9	19.5	0.2	2.9	13.9	0.0	14.6	7.7	14.3
> O=C(COC(=O)c1ccccn1)c1ccc([N+](=O)[O-])cc1
→ 1.7	0.3	0.4	7.8	-2.4	-0.1	5.1	-58.7	2.3
> Cc1cc(Cl)c2oc(C(=O)N(C)Cc3cc(C)[nH]n3)c(C)c2c1
→ 2.2	37.1	1.5	11.6	30.1	3.7	19.3	-1.9	29.8
> CC1CN(C(=O)CSc2nnc(CNC(=O)c3ccc(S(=O)(=O)N(C)C)cc3)o2)CC(C)O1 (stereo not drawn)
→ 0.5	-21.4	0.1	-0.2	-13.5	-1.0	-1.2	-8.2	5.4
> Cc1nc2sc3c(c2c(=O)[nH]1)CCCCC3
→ 1.3	0.5	-1.2	-4.2	-0.3	-2.0	-3.6	11.1	21.3
> COc1ccc(C)cc1S(=O)(=O)N1c2ccccc2CC1C (stereo not drawn)
→ 2.0	11.6	0.2	-4.0	-1.6	0.5	6.2	5.7	24.9
> COC(=O)CSc1nc(N)c(C#N)c(C(C)C)c1C#N
→ 2.6	4.4	0.8	-3.8	27.8	-0.5	24.4	1.5	4.1
> COc1cccc(/C=C(\C#N)c2nc3ccc(C)cc3[nH]2)c1OCC(=O)O
→ -0.9	-2.7	-0.6	-6.4	2.8	-2.6	7.6	-0.9	-9.5
> Cc1c(C(=O)O)sc(S(=O)(=O)N2CCN(C(=O)Cc3ccccc3)CC2)c1C(=O)O
→ 3.4	-1.6	-1.7	-4.3	4.1	-2.7	-2.3	9.7	5.9
> Oc1c(Br)cc(Br)cc1C=Nc1ccc2c(c1)OCCO2
→ -7.7	83.7*	-1.6	-1.4	24.8	-6.6	55.7*	-10.2	43.8
> CC1(C)Cc2ccccc2-c2nnc(SCC(=O)Nc3nc4ccccc4s3)n21
→ -9.3	13.3	8.1	0.4	16.0	-2.0	-1.6	8.3	-7.0
> COc1ccc(CCNC(=O)CSc2nnc(-c3ccc(F)cc3)o2)cc1OC
→ -0.9	3.8	1.2	2.2	2.7	-1.9	6.0	7.6	1.0
> Cc1ccc(NC(=O)c2cnn(-c3ccccc3)c2C)c(C)c1
→ 0.7	7.5	-0.1	-2.1	9.0	-1.3	-10.3	-7.8	30.0
> C=CCOCCn1[nH]c2ccccc2c1=O
→ 0.3	7.7	-1.8	3.0	-1.0	-1.0	-7.3	2.8	4.6
> CCOC(=O)c1cc(NC(=O)Cc2ccc(S(=O)(=O)N3CCOCC3)s2)cc(C(=O)OCC)c1
→ 1.6	3.0	-1.2	6.6	-4.1	-3.2	4.7	2.5	12.4
> COc1ccc(OCC(=O)N/N=C(\C)c2ccc(-n3ccnc3)cc2)cc1
→ 4.4	-3.3	1.6	-1.4	-4.8	0.0	0.2	-7.7	16.8
> NC(=O)SCC(=O)Nc1ccc(Cl)cc1
→ -0.7	7.8	-9.9	-4.6	7.4	-6.5	-26.8	9.0	2.9
> Cc1cc(S(=O)(=O)NCCc2ccncc2)cc(C)c1F
→ -2.5	12.0	1.8	-0.2	6.8	-1.6	17.3	9.1	7.2
> c1ccc(-c2ccc3ccccc3n2)cc1
→ 31.9*	13.8	0.4	-2.8	28.3	4.6	13.2	-84.7	24.2
> COc1ccccc1CN(C)C(=O)c1cccc(S(=O)(=O)N2CCCC2)c1
→ -1.8	25.9	-0.8	-0.8	27.5	-0.4	8.0	18.0	5.3
> COc1ccc(C)cc1S(=O)(=O)Nc1cc2c3c(c1)CC(=O)N3CCC2
→ 3.0	-11.3	-0.9	-2.9	-18.1	-0.6	3.1	-4.4	9.3
> COc1ccc(-c2ccc(C#N)c(SCC(=O)NC3CC3)n2)cc1OC
→ -0.7	1.8	1.8	-1.4	1.1	-1.6	3.0	-11.1	12.8

The list goes on.
The line under a structure holds: NR3A LBD binder	tim23-1 inh	MPTP block	APJ ag	tim10-1 inh	beta cell repl	TIM10 inh	APJ antagonist	NALP3 yeast inh
> NS(=O)(=O)c1ccc(CNC(=O)CNC(=O)Cc2ccccc2)cc1
→ 0.0	9.5	-1.2	1.1	11.7	-1.6	0.8	1.5	5.0
> CCOC(=O)C(=O)N1CCN(c2ccccc2OC)CC1
→ -0.8	6.7	0.6	-1.6	7.7	0.7	2.7	3.8	-0.2
> Cc1cccc(/C=N/NC(=O)c2ccccc2OCc2cccc(Br)c2)n1
→ -2.3	51.5*	0.3	0.0	24.7	-2.5	0.2	16.6	10.5
> CCN1CCn2c3c(c4cccc(C)c42)CCCC31 (stereo not drawn)
→ -0.7	0.5	0.6	-2.9	-0.3	0.6	-2.8	-1.3	20.5
> Cc1ccc(C(=O)N2CCC(C(=O)c3ccc(Cl)cc3)CC2)cc1
→ -1.4	28.9	0.6	-1.9	9.1	-1.1	-6.7	4.2	21.7
> O=C(CCC1CCCC1)N1CCN(C(=O)COc2ccccc2)CC1
→ 0.9	3.4	1.3	-0.8	15.2	1.0	0.1	-22.6	10.4
> CCCCn1c(N)c(N(CC)C(=O)C2CCN(C(=O)c3ccccc3C)CC2)c(=O)[nH]c1=O
→ 1.2	5.8	-0.3	-3.3	4.9	6.4	0.4	10.5	2.9
> O=C(CSc1nc2ccccc2n1Cc1ccccc1Cl)N/N=C/c1ccccc1C(=O)O
→ -2.3	8.0	4.3	-1.9	7.3	-2.8	6.7	-8.5	-12.2
> NC(=O)c1ccc(NC(=O)COC(=O)CC(NC(=O)c2ccccc2Cl)c2ccccc2)cc1 (stereo not drawn)
→ -15.1	0.2	2.5	-1.9	0.6	-3.5	4.0	6.0	10.6
> COC(=O)c1cc(NC(=O)COC(=O)C2CCC2)cc(C(=O)OC)c1
→ -0.4	-1.6	0.2	-5.3	-0.6	3.5	2.4	-23.6	10.2
> C=CC[C@@H](Cc1ccc(F)cc1)C(=O)OC[C@@H]1CCCN1C(=O)[C@H](CC=C)CC(=O)NCCO
→ 1.3	-3.5	-0.9	-3.2	-5.3	0.2	0.8	8.3	6.7
> CN(C)c1ccc(CNc2ncc(Br)cc2Br)cc1
→ 1.2	16.8	-12.7	-2.0	6.5	0.3	8.4	16.6	6.2
> COc1ccc(CCN2C(=O)CC(N3CCOCC3)C2=O)cc1OC (stereo not drawn)
→ 1.3	-8.2	-4.9	-2.6	-4.3	-3.3	0.6	-12.9	6.4
> N#Cc1ccc(OCC(=O)OCC(=O)c2ccccc2)cc1
→ 0.7	17.4	-0.3	-2.3	21.8	-3.4	6.8	8.4	2.1
> O=C(Nc1ccccc1)c1cccc(S(=O)(=O)Nc2ccccn2)c1
→ 15.9*	-0.5	0.0	-0.2	-8.9	-2.7	1.8	-4.1	20.7
> Cc1nc2c(C(=O)Nc3ccc(N4CCCC(O)C4)cc3)snc2c(=O)[nH]1 (stereo not drawn)
→ -4.6	-28.3	2.5	-3.4	-13.0	-1.5	-25.6	27.7	5.7
> COc1cc(OC)cc(-c2nc3ccccc3c(=O)n2NC(=O)c2cccnc2Cl)c1
→ -1.7	7.4	1.1	-4.9	11.1	-3.1	15.0	-7.8	-0.1
> O=C(CSc1ccccc1F)NC(=O)c1ccc(Cl)cc1
→ -0.6	6.8	1.9	-2.6	8.3	-1.4	-10.1	8.7	5.5
> C=C(C)C1CC=C(C)/C(=N/NC(=O)CCCNc2cccc(C)c2)C1 (stereo not drawn)
→ -0.1	20.5	3.4	-5.6	29.6	-4.3	11.6	15.4	8.5
> COc1cccc(CC(=O)N2CCC(CCC(=O)Nc3cccc(OC)c3)CC2)c1
→ 1.4	15.1	-1.6	-0.3	17.1	-2.4	7.7	15.6	2.2
> Cc1cc(CN(C)C(=O)CC2C(=O)NCCN2Cc2c(F)cccc2Cl)n[nH]1 (stereo not drawn)
→ 0.2	0.2	-0.5	-2.8	-3.6	-0.4	6.9	3.9	-4.0
> CC1(C)CC(=O)C=C(Nc2ccccn2)C1
→ 0.1	11.2	4.2	-3.7	12.7	3.4	2.6	8.2	3.0
> COC(=O)C(Cc1ccc(OC(=O)c2ccccc2C)cc1)N1Cc2ccccc2C1=O (stereo not drawn)
→ -0.8	22.9	-0.4	2.9	29.9	-1.8	4.5	8.2	13.1
> Cc1ccc(Cn2nnc3c(=O)n(CC(=O)c4ccccc4)cnc32)cc1
→ 0.9	-8.0	-0.7	-3.3	-10.6	-0.8	-23.0	0.2	13.7
> O=C1[C@H]2[C@@H](c3ccc(F)cc3)N3C(=O)N(c4ccccc4)C(=O)[C@@]3(Cc3ccccc3)[C@H]2C(=O)N1C1CCCCC1
→ -0.8	30.7	-1.9	-4.7	24.8	-4.2	10.1	-5.4	7.1
> COc1ccc(N2C3=[N+](CC2(C)O)c2ccccc2CC3)cc1 (stereo not drawn)
→ -0.5	-4.6	-0.3	-4.2	23.0	-0.8	-10.9	-1.1	14.6
> CCC(NC(=O)CCC(=O)N1CCN(S(=O)(=O)c2ccc(C)cc2)CC1)c1ccc(C)cc1 (stereo not drawn)
→ -0.3	2.2	0.0	-1.6	-0.7	5.2	10.3	6.5	2.8
> c1ccc(CSc2nnc(Cc3ccccc3)o2)cc1
→ -2.5	16.2	-0.9	-2.1	21.1	-3.4	5.8	2.3	10.3
> Cc1cc(C)nc(N/C(=N/S(=O)(=O)Cc2ccccc2)Nc2ccccc2)n1
→ -1.4	32.4	2.2	-5.2	27.6	4.1	0.7	21.7	-1.0
> CN(C)c1ccc(/C=N/NC(=O)c2ccc(Cl)cc2)cc1
→ -1.3	13.4	0.2	-0.1	-5.1	0.8	-20.9	1.2	-9.5
> CCOC(=O)C(C(=O)Nc1cccc(C)n1)C1CCCCC1 (stereo not drawn)
→ 0.3	24.0	0.2	1.6	18.7	-1.4	7.8	7.2	21.1

As entered above.
Reading of `CCC(NC(=O)CCC(=O)N1CCN(S(=O)(=O)c2ccc(C)cc2)CC1)c1ccc(C)cc1` (stereo not drawn) in NALP3 yeast inh: 2.8
Reading of `COc1cccc(CC(=O)N2CCC(CCC(=O)Nc3cccc(OC)c3)CC2)c1` in MPTP block: -1.6

Screening data (PubChem BioAssay)
